# Assay outcomes: PubChem, several laboratories
# hcDAF12 agonist = activators of H. contortus DAF-12 nuclear receptor; HEK293 hcDAF-12 lit1-tk-luc reporter, luminescence; 0% DMSO, 100% Δ7-dafachronic acid; activation, % at 6.8 µM; 1.4% of 370,000 active;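 active = activation above the mean of all tested compounds plus 3 SD, cut at about 5.5% in these data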;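 note: 100% = response to 3 µM Δ7-dafachronic acid high control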
# SMARCA2 activ = increases SMARCA2 function in MMTV reporter cells. MG213 cells, MMTV-luciferase reporter, dexamethasone, overnight. activation, % at 9.1 µM. AID 652017. 1% of 370,000 active; in the data active = activation above about 7.8%;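 note: 0% = vehicle wells and 100% = reference activator wells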
# DAX1 inh-1 = inhibitors of DAX1 repression of SF-1 activated StAR promoter; HEK293T StAR-luciferase reporter, SF-1/DAX-1 repression relief; inhibition, % at 6.8 µM; AID 652010; 1.1% of 370,000 active;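 active = inhibition above the mean over all tested compounds plus 3 SD, cut at about 3.6% in these data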;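 note: 0% = DAX-1 cells with DMSO and 100% = cells lacking DAX-1 with DMSO; higher inhibition means more luminescence from relief of DAX-1 repression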
# DAX1 inh-2 = NR0B1 (DAX1) inhibition; AID 504766; inhibition, % at 6.75 µM; 0.99% of 340,000 active; HEK293 Gal4-DAX1 luciferase reporter, luminescence;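 active = inhibition above the mean over all tested compounds plus 3 SD, cut at about 4.2% in these data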;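 note: 0% = DAX1-transfected cells with DMSO and 100% = empty-vector control cells with DMSO; inhibition shows as a rise in luminescence from relieved DAX1 repression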
# Target sequence (P51843 207-470 limits assumed): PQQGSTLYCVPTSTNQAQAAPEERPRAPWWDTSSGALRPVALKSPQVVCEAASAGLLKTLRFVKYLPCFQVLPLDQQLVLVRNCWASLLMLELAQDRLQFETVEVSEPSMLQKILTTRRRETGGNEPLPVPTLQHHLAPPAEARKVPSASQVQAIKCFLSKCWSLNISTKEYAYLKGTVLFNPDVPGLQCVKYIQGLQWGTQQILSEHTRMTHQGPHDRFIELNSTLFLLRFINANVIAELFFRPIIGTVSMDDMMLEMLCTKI
# GC-A act = GC-A (human) enzyme activation. P16066. HEK293 GC-A cells, cGMP TR-FRET, EC30 ANP; 0% at EC30 ANP, 100% saturating ANP. activation, % at 10 µM. 0.14% of 370,000 active; in the data active = activation above about 40%
# PG9 binder = small molecules binding HIV-1 gp120 antibody PG9; TR-FRET gp120-PG9 antibody binding; inhibition, % at 6.7 µM; 0.43% of 360,000 active; in the data active = inhibition above about 8.5%
# GAA850 FXN act = increases GAA850 frataxin promoter reporter activity; HEK293 lucGAA850 FXN promoter luciferase reporter, 24 h; percent of 10 µM SAHA response; activation, % at 6 µM; 0.56% of 360,000 active; AID 540364;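 active = activation above the average of all compounds screened plus 3 SD, cutoff fixed separately per campaign, cut at about 7.5% in these data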;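 note: 0% = DMSO wells and 100% = 10 µM SAHA wells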
# ADAM10 inh = inhibits human ADAM10; O14672; recombinant ADAM10, EDANS/DABCYL FRET peptide cleavage, 3 h; inhibition, % at 7 µM; 0.62% of 370,000 active;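 active = inhibition above a per-campaign cutoff equal to the mean of compounds falling between control-based bounds plus 3 SD, cut at about 20% in these data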;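 note: 0% = DMSO wells while the 100% control is not disclosed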
# hgDAF12 agonist = hgDAF-12 agonism, primary luciferase screen. HEK293 GAL4-hgDAF12 UAS-luciferase reporter, agonist luminescence; normalized to butyrate control. activation, % at 6.8 µM. 1.8% of 370,000 active. AID 687014;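 active = activation above a cutoff set at the mean of all screened compounds plus 3 SD, cut at about 10% in these data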;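 note: 0% = DMSO wells and 100% = sodium butyrate wells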
# ADAM17 inh = ADAM17 inhibition, QFRET primary screen | P78536 | recombinant ADAM17, EDANS/DABCYL FRET peptide cleavage | inhibition, % at 6.95 µM | 0.83% of 370,000 active;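 active = inhibition above the mean of compounds lying between control limits plus 3 SD, set per campaign, cut at about 8.5% in these data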;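 note: 0% = DMSO-only wells as the low control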
# Target sequence (P78536 215-824 limits assumed): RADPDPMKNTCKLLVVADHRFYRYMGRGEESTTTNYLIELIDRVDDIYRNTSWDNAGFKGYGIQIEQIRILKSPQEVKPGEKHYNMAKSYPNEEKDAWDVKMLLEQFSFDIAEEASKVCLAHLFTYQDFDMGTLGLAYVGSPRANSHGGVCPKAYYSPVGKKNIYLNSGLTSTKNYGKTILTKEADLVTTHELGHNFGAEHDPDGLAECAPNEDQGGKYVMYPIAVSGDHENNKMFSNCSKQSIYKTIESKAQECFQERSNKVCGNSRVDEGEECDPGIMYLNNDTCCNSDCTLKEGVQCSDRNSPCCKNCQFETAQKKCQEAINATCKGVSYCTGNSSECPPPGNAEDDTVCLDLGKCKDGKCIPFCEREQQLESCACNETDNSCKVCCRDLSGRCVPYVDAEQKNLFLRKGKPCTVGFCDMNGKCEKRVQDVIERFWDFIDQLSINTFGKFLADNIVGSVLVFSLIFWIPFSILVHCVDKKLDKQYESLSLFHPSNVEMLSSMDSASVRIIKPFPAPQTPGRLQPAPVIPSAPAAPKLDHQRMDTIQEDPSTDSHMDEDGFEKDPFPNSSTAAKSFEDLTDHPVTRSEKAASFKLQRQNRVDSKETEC
# ssDAF12 agonist = activators of S. stercoralis DAF-12 nuclear receptor; AID 652126; HEK293 ssDAF-12/GRIP1 lit1-tk-luc reporter, luminescence; % of 3 µM dafachronic acid response; 1% of 370,000 active; activation, % at 6.8 µM;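 active = activation above the mean over all tested compounds plus 3 SD, cut at about 0.9% in these data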;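 note: 0% = DMSO-only wells and 100% = 3 µM delta7-dafachronic acid wells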
# * marks the source's active call; other numbers are inactive results; x = no result given. This is a random part of the collection. About 6.8% of those tested had a hit in this group.
SMILES,hcDAF12 agonist,SMARCA2 activ,DAX1 inh-1,DAX1 inh-2,GC-A act,PG9 binder,GAA850 FXN act,ADAM10 inh,hgDAF12 agonist,ADAM17 inh,ssDAF12 agonist
COc1ccc(N(CC(=O)NC2CCCC2)C(=O)Cn2nnc(-c3ccc(C)cc3)n2)cc1,-1.1,-1,-0.9,0.3,4,-1.4,-3.5,0,-3.6,1,-1.7
O=C(COC(=O)C1CCC1)NCc1ccc(Cl)cc1Cl,-2.7,0,0.4,-0.7,1,-0.2,-1.7,-3,4.3,-1,-0.9
CN(C)CCN1C(=O)C(=O)/C(=C(/O)c2ccc3c(c2)OCCO3)C1c1ccccn1 (centres undefined),1.3,6,0.1,5.2*,-1,-0.4,0.9,-3,3.7,-2,-1.0
CCOc1ccccc1N(C(=O)c1snc(C(N)=O)c1N)C(C(=O)NC1CCCC1)c1ccco1 (centres undefined),-0.8,-2,-0.9,-0.1,-20,2.0,-2.0,-166,-2.7,-58,-2.0
Cc1ccccc1NC(=O)c1ccc2c(c1)C(=O)N(CC(C)C)C2=O,-0.7,-2,0.0,-0.7,-1,-1.4,0.3,-7,1.7,-4,-0.2
OCCC1CN(Cc2nc(-c3ccc(F)cc3)cs2)CCN1CCc1ccccc1 (centres undefined),-2.0,-5,-1.0,1.8,-1,-2.9,1.5,0,-5.2,-1,-2.2
Cc1ccnc(SCc2ccc([N+](=O)[O-])cc2)n1,-0.3,1,0.0,2.3,3,0.0,2.4,3,1.5,3,-1.8
O=C(Nc1ccc(Br)cc1)c1ccc(F)c(S(=O)(=O)NCc2cccs2)c1,-5.6,-6,-3.3,-3.6,-11,-1.0,-5.9,20*,-8.7,9.3*,-2.8
COC(=O)c1ccc(CNC(=O)Cn2cnnn2)cc1,0.3,-1,0.5,0.1,2,-1.5,0.4,3,1.4,-3,-1.3
COc1ccc(-c2csc(NC(=O)c3ccccc3F)c2C(=O)O)cc1,1.8,2,0.6,1.0,-1,0.0,-1.0,-3,-3.5,-1,-0.6
Cc1ccc(C)c(OCC(=O)NNC(=O)C2CC2)c1,0.9,1,-2.5,0.5,3,-0.3,1.7,0,-0.9,0,-1.0
CN1C(=O)Cc2cc(S(=O)(=O)N3CCN(c4ccc(Cl)cc4)CC3)ccc21,-1.5,-1,0.4,-0.3,2,-1.4,0.0,21*,0.6,8,-1.4
C/C(=N\NC(=O)c1ccoc1C)c1ccc(Br)s1,1.5,4,5.8*,1.8,4,-1.8,2.2,8,10,0,-0.5
O=c1c2ccccc2sn1-c1cc(S(=O)(=O)N2CCOCC2)ccc1N1CCOCC1,1.2,4,0.6,-0.6,2,3.8,-4.6,-3,-1.3,-2,-0.8
NC(=O)C1CCN(Cc2cccc(OCc3ccccc3)c2)CC1,-0.5,-1,0.3,-0.1,2,2.2,2.4,1,-0.4,-5,-0.9
CN(C)C(CNC(=O)C1CCCN(C(=O)c2ccc(Cl)cc2)C1)c1ccco1 (centres undefined),-0.8,-2,-0.5,-1.1,1,-0.2,-0.8,-2,2.2,-2,-1.0
N#Cc1ccc(CSCC(=O)O)cc1,-2.4,3,0.5,-1.2,0,-1.2,-1.6,-1,0.3,-1,-1.6
COCc1cc(N2CCN(C(=O)OC(C)(C)C)C[C@H]2C)ccc1N1CC[C@@H](O)C1,1.9,-3,-1.9,x,0,2.3,x,-11,1.4,-6,-1.6
CCOC(=O)CC1C(=O)NCCN1C1CCCC1 (centres undefined),0.4,-2,0.6,0.3,-1,-2.1,0.4,-10,-3.2,-6,-1.8
OCC[C@H]1C[C@@H](O)[C@H](O)[C@@]2(CCc3ccccc3CO2)O1,-1.3,0,0.4,0.3,-1,-0.4,0.2,6,1.4,-1,-1.1
CN(Cc1ccc(F)cc1)C(=O)c1cccc(S(=O)(=O)N2CCN(Cc3ccccc3)CC2)c1,-1.9,-2,-1.8,-2.5,1,0.2,-0.5,4,-2.1,0,-1.6
CC(c1ccccc1)N1CC(C(=O)NC2CCCC2)CC1=O (centres undefined),-1.3,-1,-0.5,0.1,3,0.1,-2.7,0,-0.1,-3,-0.8
COc1cc2nc(SCC(N)=O)n(CCC3=CCCCC3)c(=O)c2cc1OC,1.2,-2,-0.1,-0.4,9,0.2,2.0,-7,-2.5,-1,-1.5
CCOC(=O)c1c(C)n(C)c2ccc(OC)c(NS(=O)(=O)c3ccc(Cl)s3)c12,-0.7,4,-0.4,-0.4,-3,0.5,1.9,11,2.1,1,-0.8
CCn1c2ccccc2c2cc(N=C3SC(CC(=O)Nc4ccccc4)C(=O)N3C)ccc21 (centres undefined),-0.5,1,1.2,-0.8,-2,-3.9,-0.7,-4,-0.3,-2,-0.5

# Quoted from the listing:
# OCC[C@H]1C[C@@H](O)[C@H](O)[C@@]2(CCc3ccccc3CO2)O1 in GC-A act: -1
# O=C(COC(=O)C1CCC1)NCc1ccc(Cl)cc1Cl in GAA850 FXN act: -1.7

# (more compounds)
SMILES,hcDAF12 agonist,SMARCA2 activ,DAX1 inh-1,DAX1 inh-2,GC-A act,PG9 binder,GAA850 FXN act,ADAM10 inh,hgDAF12 agonist,ADAM17 inh,ssDAF12 agonist
Clc1nssc1=Nc1ccc(Br)cc1,0.2,-2,-0.2,-0.9,15,2.6,0.1,6,-1.3,0,-1.6
Cc1nn(-c2ccccc2)c(N)c1C(c1ccc(C(C)C)cc1)c1c(C)nn(-c2ccccc2)c1N,1.1,-2,0.6,2.3,4,-6.8,-0.6,-5,0.1,-1,-1.3
Cc1ccccc1Cn1c(NC2CCCC2)nc2c1c(=O)[nH]c(=O)n2C,1.3,-1,0.3,0.5,23,-1.9,2.7,-2,-2.3,-5,-1.3
S=c1[nH]nc(C2CCCCC2)n1/N=C/C(Cl)=C\c1ccccc1,1.1,0,0.1,0.4,0,-0.2,1.3,9,1.5,3,-1.2
CCOc1ccc(N2C(=O)/C(=C\c3ccc(O)c(OC)c3)S(=O)(=O)C2c2cccc([N+](=O)[O-])c2)cc1 (centres undefined),-1.2,-1,-0.9,-0.2,-2,-1.3,-0.2,7,-0.8,5,-0.6
COc1c(C)cccc1C(=O)Nc1ccc(CN2CCCCC2)cc1,0.0,6,1.0,1.8,4,0.2,5.6,-6,3.4,-3,-1.2
COc1ccc(NC(=O)CC2C(=O)N(c3ccc(Cl)cc3)C(=S)N2CCc2ccccn2)cc1 (centres undefined),-0.2,-1,0.0,0.4,0,-1.0,-4.9,19,-1.3,7,-1.8
COc1ccc(O)c(/C=N/NC(=O)c2cc(=O)[nH]c3ccccc23)c1,-2.4,-2,-0.5,0.8,-7,-0.3,0.1,-3,-1.3,-2,-1.9
Cn1ccnc1SCC(=O)NCC(=O)Nc1ccc(F)c(F)c1F,3.1,-2,0.5,2.3,-2,0.8,0.6,-11,0.3,-7,-0.5
Cc1scc(C(=O)N/N=C/c2ccc(OCC(C)C)cc2)c1C,-1.6,5,-1.4,-0.3,1,-0.9,0.0,5,3.5,5,-1.4
CC(C)(C)NC(=O)C(c1ccco1)N(C(=O)c1ccc(CN2CCOCC2)o1)c1ccccc1 (centres undefined),-1.5,0,-0.6,-0.1,0,-0.9,-0.1,9,-0.1,-4,0.6
O=S(=O)(c1cccc(-c2n[nH]c(=S)n2-c2cccc(C(F)(F)F)c2)c1)N1CCOCC1,-1.1,-1,2.1,-0.2,-1,0.5,-0.6,-3,-3.2,2,-1.0
COc1ccc(C(=O)NCC(c2ccco2)N2CCc3ccccc3C2)cc1 (centres undefined),-0.2,-2,-0.7,1.1,0,-1.4,1.5,-1,2.2,-1,-1.4
CCO[C@@H]1OC(C(=O)N2CCN(Cc3ccccc3)CC2)=C[C@H](c2ccc(C(F)(F)F)cc2)[C@H]1CCCO,-1.4,0,-0.8,-1.4,-4,-0.1,-1.3,5,0.6,0,-1.5
CCCCCn1c2c(c(=N)c3ccccc31)CCC2,-3.9,-10,-1.6,-5.5,12,0.1,-3.0,-20,-9.3,-9,-2.1
O=C(CN1CCN(CC(=O)Nc2ccccc2F)CC1)Nc1cccc(F)c1,1.6,0,-0.5,-0.4,4,-0.2,2.8,-3,-0.5,-3,-1.0
COc1ccc(Br)cc1CNCC1CCCO1 (centres undefined),-0.7,1,-0.1,1.2,-12,-1.0,0.9,4,-1.5,-4,-0.6
Cc1cc(NC(=NC2CC2)c2ccccc2)n(-c2ccccc2)n1,0.9,2,0.5,-0.5,-1,1.1,2.0,-3,-2.0,-3,-2.0
O=C(NCc1cccnc1)c1ccc(Br)s1,-2.3,1,-0.1,-1.0,-1,-0.4,0.4,1,1.3,0,-1.4
CCOc1ccc(C(=S)N2CCN(C)CC2)cc1,-0.1,3,-0.1,0.9,5,-1.6,0.6,4,3.7,-2,-0.8
CSc1nc(C)cc(Oc2ccc(=O)n(C)n2)n1,-1.4,-3,1.1,0.9,4,-1.0,-1.4,3,0.8,1,-1.2
Cc1cc(C(=O)Nc2ccc(C#N)cc2)on1,0.2,2,-0.3,-0.7,-2,-1.6,-1.9,-2,1.4,-5,-0.6
Cn1c2ccccc2c2c(C(=O)O)cn(C3CCCC3)c(=O)c21,0.4,-4,0.8,-0.9,6,0.5,-1.1,-69,-0.1,-19,-0.7
COc1ccc(C(=O)N2CCN(c3ccccc3OC)CC2)cc1,-1.0,-1,-0.1,1.7,1,0.2,1.7,6,0.1,0,-0.5
COc1cccc(-c2ccc(SCC(=O)NC3CCCC3)nn2)c1,-0.9,-2,-0.9,0.1,-1,-2.2,0.8,-2,-3.0,-7,-1.0
# Other entries:
SMILES,hcDAF12 agonist,SMARCA2 activ,DAX1 inh-1,DAX1 inh-2,GC-A act,PG9 binder,GAA850 FXN act,ADAM10 inh,hgDAF12 agonist,ADAM17 inh,ssDAF12 agonist
CCOc1ccc(NC(=O)CN(C)C(=O)c2c(C)nn(-c3ccccc3)c2Cl)cc1OCC,-0.5,-1,2.5,-1.0,0,1.4,-1.8,-1,2.9,-1,-0.8
Cc1c(C(Nc2ccccn2)c2ccccc2)c(=O)n(-c2ccccc2)n1C (centres undefined),5.3,1,-0.4,0.6,-3,-0.9,0.7,-1,2.3,-3,-1.2
Cc1cc(C(=O)COC(=O)Cc2ccc(Cl)cc2)c(C)n1C,0.4,2,0.4,-1.4,4,0.0,1.5,-1,1.3,-3,-0.3
CC1CCCC(C)N1C(=O)COC(=O)/C=C/c1ccco1 (centres undefined),0.4,0,2.2,0.1,0,-1.1,-1.1,-11,1.2,6,-1.0
CC(=O)c1cc(-c2cc(C(F)(F)F)cc(C(F)(F)F)c2)c(=O)n2c1CCC2,3.2,0,0.5,x,0,x,x,-10,-2.6,-5,-1.9
O=C(CN1CCN(S(=O)(=O)N2CCCCCC2)CC1)Nc1ccc(Br)cc1,-1.9,-2,-0.8,0.1,2,-0.9,0.5,0,-1.8,1,-0.5
COc1cc(C=C2CCCC(=Cc3ccc(OCC4CO4)c(OC)c3)C2=O)ccc1OCC1CO1 (centres undefined),-4.3,4,-5.8,-4.2,0,-0.7,-11,-1,-12,2,-2.0
O=C(Nc1ccc(N2CCCC2)c(Cl)c1)c1cccc(-c2cc3ccccc3oc2=O)c1,-2.1,1,-0.2,-1.3,-5,-1.0,1.2,0,-2.0,-2,-1.5
O=C(CN1C(=O)COc2ccc(Cl)cc21)Nc1ccc(N2CCOCC2)cc1,-1.0,-2,-4.0,-0.9,2,-0.6,-1.5,-6,0.0,-6,-0.7
